# Compound activity: PubChem, several laboratories
# SR-BI DiI-HDL act = activators of SR-BI mediated DiI-HDL uptake, primary screen, ldlA[mSR-BI] CHO cells, DiI fluorescence. AID 504775, 2011. 3 h; 100 = double the neutral-control signal. activation, % at 12.5 µM. hit rate 0.096% among 320,000;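 active means mean replicate activation of at least 60% and every replicate at or above 60%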;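 further: 0% = median plate neutral-control signal and 100% = twice that signal; values of inactives mirror those of a sister screen read the other way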
#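 Assay system: CHO ldlA[mSR-BI] cells, LDL receptor-null, SR-BI overexpressing; medium: Ham's F12 with 0.5% BSA, HEPES 25 mM, pH 7.4; also added: DiI-HDL 10 µg/mL; timing: 3 h uptake period with compound, 37 °C; signal: DiI fluorescence, bottom read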
# CAL PDZ FP-1 = CAL PDZ peptide-binding inhibitors, primary screen, biochemical, fluorescence polarization, Cer-tagged CAL PDZ, HTS; AID 504414, 2011; purified CAL PDZ, TMR-peptide fluorescence polarization, 1 h; inhibition, % at 20 µM; hit rate 0.02% among 330,000; Golgi-associated PDZ and coiled-coil motif-containing protein (Homo sapiens), Q9HD26;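 active means highest replicate inhibition of at least 40%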;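 further: plate controls were DMSO neutral control wells for no effect and unlabeled competitor peptide control wells for full effect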
#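 Test system: purified CerCALP PDZ construct; Compound dosing: one concentration, 20 µM compound; Also added: TMR-labelled reporter peptide T*-PRC34 bound in PDZ groove; Read-out: inhibition from polarization loss; Controls: unlabelled peptide and DMSO controls; Signal: FP readout, S and P plane fluorescence; Incubation: 1 h at RT.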
# RTF Ca sens inh = cardiac RTF calcium sensitivity inhibitors, primary screen, biochemical, IANBD-TnC fluorescence, EC70 calcium | Troponin I, cardiac muscle (Homo sapiens) + Troponin T, cardiac muscle (Homo sapiens) + … | inhibition, % at 7.15 µM | hit rate 0.12% among 340,000 | IANBD-labeled cardiac RTF, Ca2+ fluorescence;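 active means inhibition above the mean inhibition of all tested compounds plus 3 SD, cut at about 17% in these data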;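 further: assay run at fixed EC70 calcium of 1.6 mM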
# LANA DNA inh = inhibitors of KSHV C-LANA binding to DNA, primary screen, biochemical, fluorescence polarization, FAM-LBS DNA, MBP-C-LANA, single point; hit rate 0.078% among 340,000; Kaposi's sarcoma herpesvirus LANA C-terminal domain (residues 932-1162) DNA binding; AID 504423, 2011; inhibition, % at 9 µM;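 active means highest replicate inhibition at or above 60% at 9 µM, even if other replicates fall short; inactive means all replicates below 60% inhibition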;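 further: 0% = neutral control wells and 100% = 4 µM acridine orange control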
# DAGLB inhibitor = DAGLB lipase inhibitors, primary screen, biochemical, fluorescence, HTS; hit rate 0.059% among 340,000; HEK293T DAGLB membrane lysate, EnzChek fluorogenic substrate; inhibition, % at 5.17 µM; in the data active means inhibition above about 34%;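 further: 0% = enzyme with vehicle and 100% = wells lacking enzyme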
# CAL PDZ FP-2 = untagged CAL PDZ binding inhibitors, primary screen, biochemical, fluorescence polarization, HTS | purified CAL PDZ, TMR-peptide fluorescence polarization, 1 h | inhibition, % at 24.9 µM | hit rate 0.92% among 300,000 | AID 602252, 2012;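 active means mean inhibition of at least 30% with at least half of replicates also reaching 30%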;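 further: 0% = DMSO neutral control and 100% = excess unlabeled competitor peptide PRC23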
# cardiac RTF act = cardiac RTF calcium sensitivity activators, primary screen, biochemical, IANBD-TnC fluorescence, EC20 calcium; activation, % at 7.2 µM; hit rate 0.24% among 340,000; IANBD-labeled TnC RTF fluorescence at EC20 calcium; 0% EC20 calcium, 100% full calcium; AID 493008, 2010;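 active means activation above the mean over all tested compounds plus 3 SD, cut at about 30% in these data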;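 further: rise in fluorescence read as greater calcium sensitivity of cardiac thin filaments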
# Keap1 Nrf2 FP = Keap1-Nrf2 protein-protein interaction inhibitors, primary screen, biochemical, fluorescence polarization, single point | inhibition, % at 9.4 µM | hit rate 0.15% among 340,000 | Keap1 Kelch-Nrf2 peptide fluorescence polarization, 1536-well; in the data active means inhibition above about 12%;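 further: human Keap1 Kelch domain with fluorescein labeled Nrf2 9mer peptide probe; 0% = neutral control wells and 100% = peptide positive control; higher means more block of Keap1 binding to Nrf2 peptide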
# Target sequence (Q14145 whole entry, looked up, the tested form may be a part): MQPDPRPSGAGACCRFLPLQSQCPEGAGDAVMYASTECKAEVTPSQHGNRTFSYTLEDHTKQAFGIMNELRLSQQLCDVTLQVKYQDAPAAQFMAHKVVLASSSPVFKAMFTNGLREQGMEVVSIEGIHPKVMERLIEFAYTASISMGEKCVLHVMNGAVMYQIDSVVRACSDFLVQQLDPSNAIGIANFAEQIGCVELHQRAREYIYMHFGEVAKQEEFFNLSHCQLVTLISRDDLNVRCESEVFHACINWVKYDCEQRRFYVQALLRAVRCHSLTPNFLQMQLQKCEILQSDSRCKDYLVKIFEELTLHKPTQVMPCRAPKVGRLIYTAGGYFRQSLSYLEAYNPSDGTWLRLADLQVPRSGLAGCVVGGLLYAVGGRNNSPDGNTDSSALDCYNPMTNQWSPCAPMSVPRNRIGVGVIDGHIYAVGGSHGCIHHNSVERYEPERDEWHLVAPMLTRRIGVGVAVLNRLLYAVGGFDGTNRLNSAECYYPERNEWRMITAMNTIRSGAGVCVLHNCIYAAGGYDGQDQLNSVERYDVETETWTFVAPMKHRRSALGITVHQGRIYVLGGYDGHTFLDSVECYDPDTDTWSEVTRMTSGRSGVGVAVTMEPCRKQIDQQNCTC
# PKA-R2B act = activators of PKA-R2B holoenzyme, primary screen, biochemical, fluorescence polarization, Cy5-IP20, human; PKA-R2B holoenzyme dissociation; R2B truncated from residue 108, S112A mutant; 0% DMSO only, 100% 113 µM cGMP; activation, % at 11.4 µM; hit rate 0.079% among 340,000; AID 504700, 2011;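 active means activation above a cutoff set at the mean over all compounds plus 3 SD, cut at about 18% in these data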;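 further: higher means more holoenzyme dissociation and a rise in polarization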
# Rtt109 Vps75 = inhibitors of C. albicans Rtt109/Vps75 HAT, primary screen, biochemical, ThioGlo CoA-SH fluorescence, plate reader. Histone acetyltransferase RTT109 (Candida albicans (strain SC5314 / ATCC MYA-2876)), …. purified Rtt109/Vps75, 4 h. inhibition, % at 34.9 µM. hit rate 0.16% among 330,000. AID 540336, 2011;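 active means inhibition of at least 50% in every replicate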
# Target sequence (Q5AAJ8 whole entry, looked up): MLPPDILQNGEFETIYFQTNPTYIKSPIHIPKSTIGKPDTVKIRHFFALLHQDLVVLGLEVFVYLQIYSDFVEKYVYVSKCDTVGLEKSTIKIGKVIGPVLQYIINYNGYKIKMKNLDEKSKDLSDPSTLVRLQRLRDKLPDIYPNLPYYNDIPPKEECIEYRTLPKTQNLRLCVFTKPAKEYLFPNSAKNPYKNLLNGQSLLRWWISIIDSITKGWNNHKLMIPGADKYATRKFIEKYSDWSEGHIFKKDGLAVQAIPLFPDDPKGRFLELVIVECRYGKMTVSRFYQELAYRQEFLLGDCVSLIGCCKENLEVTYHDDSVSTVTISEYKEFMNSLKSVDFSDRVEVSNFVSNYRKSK
# An asterisk follows results filed as active; x = not tested or not shown. Compounds as they come; about 1.6% have a hit in one of these screens.
SMILES,SR-BI DiI-HDL act,CAL PDZ FP-1,RTF Ca sens inh,LANA DNA inh,DAGLB inhibitor,CAL PDZ FP-2,cardiac RTF act,Keap1 Nrf2 FP,PKA-R2B act,Rtt109 Vps75
O=C(Nc1nc(-c2ccc([N+](=O)[O-])cc2)cs1)c1c(F)cccc1F,-46.4,0.1,-16.5,-0.3,0.9,-1.7,12.4,-3.9,-10.5,x
C[C@H]1COC(=O)[C@H](CC(=O)OC(C)(C)C)C/C=C\C[C@@H](CC(=O)N[C@@H](CO)Cc2ccccc2)C(=O)N1,5.4,0.2,-4.4,0.2,-0.7,0.6,-5.5,4.5,10.6,3.0
COc1ccccc1NC(=O)CCS(=O)(=O)c1cc2c(cc1Cl)NC(=O)CO2,3.2,-2.0,-10.3,-2.4,-0.1,-2.6,2.2,-7.2,2.0,-5.2
Cc1c(CCO)c(=O)[nH]n1S(=O)(=O)c1ccc(Cl)cc1Cl,-21.9,-1.6,-3.8,1.5,-0.8,-2.0,0.8,2.4,-12.9,-3.6
Cc1noc(C)c1S(=O)(=O)N(CC(=O)N1CCCC1)c1ccc(C(C)C)cc1,13.7,-0.9,-2.0,1.6,-3.9,x,6.3,-3.6,0.7,-5.1
COC(=O)c1ccc(CSCC(=O)Nc2cc(OC)cc(OC)c2)o1,1.8,0.0,-13.4,-1.6,-1.7,-1.9,-3.6,-3.1,-6.0,0.3
Cc1ccccc1OCC(=O)N(Cc1nnc(-c2ccc(Cl)cc2)o1)C(C)C,-2.6,-0.5,1.6,-0.6,1.6,-2.3,1.9,-4.0,12.6,8.8
COCCNC(=O)c1c[nH]c2ccc(S(=O)(=O)Nc3ccccc3F)cc2c1=O,8.7,-0.1,-1.1,-1.0,-3.2,-2.3,-2.0,-1.2,12.9,-0.3
COc1ccc(OC)c(-c2csc(NC(=O)COC(=O)C3CCC3)n2)c1,-18.5,-0.3,-7.4,1.7,-9.3,6.9,0.5,-4.2,0.3,6.0
Cc1cccc(OCC(=O)N2CCC(N3CCCCCC3)CC2)c1,-7.4,-0.4,-5.0,-1.5,-0.7,0.0,-2.8,-1.6,3.4,2.6
Cc1ccc(S(=O)(=O)N2CCC[C@H]2C(=O)Nc2ccc(F)cc2C)cc1,-8.3,1.2,-0.7,0.6,0.0,0.2,0.1,-2.9,4.9,-4.1
CCN(CC)C1CCN(C(=O)CCn2nnnc2CN2CCOCC2)C1 (stereo unspecified),-11.8,-2.0,-13.6,0.7,1.0,0.6,1.8,4.8,-3.5,9.7
Cc1cccc(/C=C/C(=O)c2ccc(NC3=NCCCS3)cc2)c1,-8.6,-2.8,12.0,-1.0,5.0,-0.4,-3.2,-16.2,4.4,7.8
COc1cccc(OC)c1C(=O)Nc1ccccc1C(=O)N1CCCC1,19.8,-2.2,5.8,0.7,-2.6,1.0,-2.3,-0.3,-4.4,2.4
O=C(NCC1CCCO1)C1CCN(C2CCN(C(=O)Cc3ccsc3)CC2)CC1 (stereo unspecified),3.9,-0.7,9.7,-0.1,3.0,-3.3,3.8,-2.7,0.6,0.6
Cc1ccc2c(c1)N(CCC(=O)NCc1ccc3c(c1)OCO3)C(=O)CO2,-8.9,-2.1,-3.8,0.7,0.5,-2.0,-2.5,-1.1,-6.7,x
COc1ccc(S(=O)(=O)NCCCCNS(=O)(=O)c2ccc(OC)cc2)cc1,25.8,-0.8,-0.5,0.1,-1.9,1.1,7.9,0.5,0.1,6.9
O=c1[nH]c(CSc2nc(-c3ccc(F)cc3)cs2)nc2ccccc12,0.1,-3.0,1.3,0.9,-3.4,-2.1,-2.5,-0.8,-5.3,-4.4
CC(=O)Nc1cc2c3c(c1)CC(=O)N3CCC2,16.1,-1.3,-4.2,-0.6,0.1,1.2,-0.9,2.8,5.3,8.7
O=C(O)c1ccccc1C(=O)NNc1ccc(F)cc1,5.5,-2.4,-1.8,0.3,-0.6,1.5,4.1,-7.6,-3.9,16.1
CSc1nc2nccc(/C=C\c3ccccc3)n2n1,-11.2,-3.1,-10.4,0.0,0.9,-3.4,-0.8,-7.1,10.0,1.3
Clc1ccc(Cl)c(-c2nn3c(Cn4cnc5ccccc54)nnc3s2)c1,25.3,-4.1,0.2,-0.4,1.6,-3.4,5.0,-7.9,0.8,3.7
Cc1cc(C)c2c(-n3cccc3)c(C(=O)NNS(=O)(=O)c3ccccc3)sc2n1,-8.1,x,6.8,-1.2,1.4,8.5,-2.5,-3.5,0.8,11.2
Cc1noc(C(F)(F)F)c1C(=O)NNC(=O)c1cccc(C(F)(F)F)c1,-2.7,0.6,1.6,1.4,0.8,-3.3,7.5,-7.1,0.4,1.4
Cc1cccc(NC(=O)NNC(=O)c2sccc2-n2cccc2)c1,-9.4,0.1,-6.6,1.5,0.4,x,3.3,0.5,8.0,-15.4

# Full records, looked up by structure. Order of values: SR-BI DiI-HDL act, CAL PDZ FP-1, RTF Ca sens inh, LANA DNA inh, DAGLB inhibitor, CAL PDZ FP-2, cardiac RTF act, Keap1 Nrf2 FP, PKA-R2B act, Rtt109 Vps75
# `O=C(NCC1CCCO1)C1CCN(C2CCN(C(=O)Cc3ccsc3)CC2)CC1` (stereo unspecified) as listed: 3.9, -0.7, 9.7, -0.1, 3.0, -3.3, 3.8, -2.7, 0.6, 0.6
# `COCCNC(=O)c1c[nH]c2ccc(S(=O)(=O)Nc3ccccc3F)cc2c1=O` as listed: 8.7, -0.1, -1.1, -1.0, -3.2, -2.3, -2.0, -1.2, 12.9, -0.3
# `CSc1nc2nccc(/C=C\c3ccccc3)n2n1` as listed: -11.2, -3.1, -10.4, 0.0, 0.9, -3.4, -0.8, -7.1, 10.0, 1.3

# Later entries.
SMILES,SR-BI DiI-HDL act,CAL PDZ FP-1,RTF Ca sens inh,LANA DNA inh,DAGLB inhibitor,CAL PDZ FP-2,cardiac RTF act,Keap1 Nrf2 FP,PKA-R2B act,Rtt109 Vps75
CCCC[C@H]1COCCS(=O)(=O)N1Cc1ccccc1F,12.9,0.0,3.7,-0.4,-1.9,-1.1,-2.3,0.7,-1.7,2.2
COc1ccc(-n2nnnc2SCC(=O)Nc2ccccc2N2CCOCC2)cc1,11.5,-1.8,2.3,-1.5,0.0,0.4,-0.8,2.1,1.9,2.7
COc1ccc(NC(=O)CC2CC3CCC2C3)cc1S(=O)(=O)N1CCOCC1 (stereo unspecified),14.8,-0.6,1.4,-1.0,2.0,-3.3,-1.9,-0.7,-7.6,2.6
Cc1ccc(C(=O)N/C(=C/c2ccco2)C(=O)NCc2ccco2)cc1,4.1,-1.9,-4.4,-1.0,0.3,-1.7,-1.9,-1.2,-0.9,10.3
COc1ccc(N2CCN(C(=O)Nc3ccc(S(=O)(=O)N(C)C)cc3)CC2)cc1,-19.7,-0.1,2.7,-0.8,2.1,-1.6,-7.0,-3.2,-9.8,4.5
CCCCC(CCc1ccccn1)C(=O)c1ccccc1 (stereo unspecified),5.1,-0.6,2.8,-1.1,-2.4,-3.1,-2.6,1.9,7.5,-4.5
CN(CC(=O)NCCCc1ccccc1)S(=O)(=O)c1ccc(Br)cc1,7.5,0.6,1.4,3.8,-2.0,-5.6,1.4,-3.3,-13.5,9.7
CCCCN(C)C(=O)c1nc2ccccn2c1CNCCCn1nnc2ccccc21,16.2,-1.2,2.5,-0.1,0.3,0.5,-5.9,-1.1,-3.5,3.8
O=C(NCc1ccccn1)Nc1cccc(NC(=O)NCc2ccccn2)c1,-9.7,-0.6,8.2,1.3,-1.2,-1.9,9.8,-5.9,4.7,-2.4
COc1ccccc1N=C(C)C1=C(O)CC(c2ccccc2)CC1=O (stereo unspecified),-43.9,-3.1,-0.8,0.9,-0.8,-1.6,7.3,-7.1,-5.6,-6.9
O=C(CN1CCN(Cc2ccc(F)cc2Cl)C1=O)NCCc1ccc(Cl)cc1,-33.8,-0.9,-0.9,0.1,0.6,-1.5,-0.6,0.0,-2.2,-5.6
O=C(O)c1ccccc1OCc1ccccc1Br,5.5,-2.0,-6.1,0.3,0.8,-0.4,4.8,-1.8,-2.2,4.5
O=C1CC2CS(=O)(=O)CC2N1c1ccc(Cl)cc1Cl (stereo unspecified),-17.6,-2.2,-8.0,1.0,-1.5,-1.8,3.1,0.0,-4.4,-3.5
CC1CN(S(=O)(=O)c2ccc(C(=O)NCCCn3ccnc3)cc2)CC(C)O1 (stereo unspecified),8.7,-1.1,4.4,2.5,0.1,0.7,-4.5,3.3,3.7,x
Brc1ccc(OCCOc2cccc3cccnc23)cc1,-17.5,-2.7,-7.0,-3.3,-45.8,-2.0,2.4,-2.1,5.7,-1.5
CCCc1nc2ccccc2c(=O)n1NC(=O)c1c(O)c2cccc3c2n(c1=O)CCC3,x,-1.5,-22.6,0.3,-3.5,-33.1,1.0,0.2,1.8,1.8
COc1ccc(CC(=O)NCC(=O)N/N=C(/C)c2ccco2)cc1,-2.5,-0.3,x,-1.2,x,8.3,x,-1.5,x,1.4
COc1ccc(-c2noc(CCC(=O)NCCCN3CCC(Cc4ccccc4)CC3)n2)cc1,-0.5,-1.7,-11.1,-1.3,5.0,-1.2,0.5,-2.5,-8.7,10.7
CCc1ccc(NC(=O)c2cnccn2)cc1,4.5,0.8,-12.0,2.7,-0.7,-3.4,-5.0,-0.5,-5.4,6.4
O=C1NC(=S)NC(=O)C1Nc1ccc(Cl)cc1,-2.3,-0.4,-0.3,0.2,-1.2,x,-4.4,-1.5,-4.2,0.1
CC1=CC2=NC(=O)/C(=C/c3cccn3Cc3ccccc3)C(=N)N2O1,-26.6,-3.0,-0.9,0.0,1.0,-5.4,-1.9,1.1,4.0,-0.4
COc1ccc(NC(=O)CCOc2ccc(C)cc2)cc1S(=O)(=O)N1CCOCC1,-16.0,-1.7,0.1,-0.8,-2.4,1.2,2.4,-4.7,-19.5,-2.6
Nc1nccc(-c2cc(-c3ccc(Cl)cc3Cl)no2)n1,-16.9,1.2,0.1,0.2,-1.8,-4.3,0.7,-1.3,4.9,1.4
CC1(O)CC(c2ccc(Cl)cc2)=NN1C(=O)c1ccc(Cl)cc1 (stereo unspecified),-28.8,x,0.3,1.1,-2.4,-2.8,-2.6,-1.9,4.0,-9.0
